# Assay outcomes from PubChem.
# SIAE inh: human SIAE inhibitors, primary screen, biochemical, fluorescence polarization, FP-Rh probe, 1536-well HTS; Sialate O-acetylesterase (Homo sapiens), Q9HAT2; SIAE FP-Rh probe binding; inhibition, % at 9.66 µM; actives 0.69% (n = 370,000);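 active = inhibition above a cutoff: mean of compounds within the control limits plus 3 SD of those, cut at about 17% in these data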;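 note: 0% = plate median of compound wells and 100% = probe without SIAE protein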
# DDE Tn7 FP inh: inhibitors of Tn7 peptide binding to fibrin DD(E), primary screen, biochemical, fluorescence polarization, human fibrin, Tn7 probe | inhibition, % at 8.3 µM | AID 720508, 2013 | actives 0.13% (n = 370,000) | FP displacement of FITC-Tn7 peptide from fibrin DD(E); 0% = median of compound wells per plate;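 active = inhibition above the mean of compounds falling within the control limits plus 3 SD of them, cut at about 14% in these data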;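 note: 0% = plate median of compound wells and 100% = 10 µM Aha-Tn7 peptide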
#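 Assay system: Fibrin-DD(E) protein isolated from polymerized human fibrin clots; read-out basis: percent inhibition; medium: Tris/NaCl/CaCl2 buffer, pH 7.8; signal: FP measurement; incubation: 10 min plus 3 h, room temperature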
# TCR-CD3 inh: inhibitors of human TCR-CD3 interaction, primary screen, biochemical, fluorescence, TAMRA-labeled TCR probe; inhibition, % at 9.4 µM; T-cell receptor (TCR); actives 0.37% (n = 360,000); AID 651800, 2012; in the data active = inhibition above about 19%;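 note: recombinant mutant TCR 2C K166C tagged with TAMRA read by polarization; 0% = receptor in buffer alone and 100% = receptor with positive control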
# LEDGF integ inh: blockers of LEDGF/p75-dependent integrase strand transfer – biochemical, TR-FRET, high throughput, primary screen; TR-FRET IN-LEDGF/p75 DNA integration, Eu/Cy5; inhibition, % at 3.7 µM; actives 0.64% (n = 370,000); AID 743269, 2014;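 active = inhibition above the screen-wide mean plus 3 SD, cut at about 13% in these data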;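 note: signal is the Cy5 over europium emission ratio at 671 and 618 nm; 0% = plate median of compound wells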
# UHRF1 binding: UHRF1 methylated DNA binding inhibitors, primary screen, counter-screen for MBD2 inhibitor project, biochemical, TR-FRET, human UHRF1, single concentration; E3 ubiquitin-protein ligase UHRF1 (Homo sapiens), Q96T88; UHRF1 binding to methylated oligo; actives 0.75% (n = 370,000); inhibition, % at 4.4 µM; AID 687016, 2013; in the data active = inhibition above about 21%;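 note: UHRF1 SRA domain binding a hemimethylated CpG hairpin DNA probe; 0% = median of test compound wells and 100% = reference inhibitor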
# TDP2 inh: human TDP2 enzyme inhibitors, primary screen, biochemical, epi absorbance, recombinant enzyme | AID 720702, 2013 | T5PNP hydrolysis, p-nitrophenol absorbance 415 nm | inhibition, % at 12.8 µM | actives 0.34% (n = 370,000);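 active = inhibition above the mean of all tested compounds plus 3 SD, set per campaign, cut at about 25% in these data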;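 note: 0% = DMSO with enzyme and 100% = buffer with substrate but no TDP2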
# Target sequence (O95551 whole entry, looked up): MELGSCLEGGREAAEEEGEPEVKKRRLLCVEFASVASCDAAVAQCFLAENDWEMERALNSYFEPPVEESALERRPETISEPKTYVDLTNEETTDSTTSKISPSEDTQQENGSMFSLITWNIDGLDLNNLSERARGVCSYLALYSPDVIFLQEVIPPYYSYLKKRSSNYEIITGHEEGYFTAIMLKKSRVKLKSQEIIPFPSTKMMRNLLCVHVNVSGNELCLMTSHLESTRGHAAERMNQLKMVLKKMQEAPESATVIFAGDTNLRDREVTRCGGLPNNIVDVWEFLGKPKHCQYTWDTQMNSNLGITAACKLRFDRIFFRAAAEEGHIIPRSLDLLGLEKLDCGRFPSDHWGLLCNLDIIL
#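 Evaluation: % inhibition relative to enzyme-containing and enzyme-free wells. Material: recombinant human TDP2. Benchmarks: enzyme-free and DMSO wells. Timing: enzyme reaction with compound for 2 h at 37 °C. Compound dosing: 12.8 µM only. Measured by: p-Nitrophenol epi absorbance. Reagent: T5PNP substrate at 5 mM, a TopII-DNA adduct mimic. Replication: single well per compound.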
# PRMT1 inh: PRMT1 methyltransferase inhibitors, primary screen, biochemical, fluorescence polarization; Protein arginine N-methyltransferase 1 (Homo sapiens), Q99873; recombinant PRMT1, activity-based probe fluorescence polarization; inhibition, % at 2.79 µM; actives 1.3% (n = 370,000);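 active = inhibition above about 21% made by adding two undisclosed values, limit read from the data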
# ABHD4 inh: ABHD4 inhibitors, primary screen, biochemical, fluorescence polarization, mouse; inhibition, % at 8.92 µM; purified mABHD4, FP-Rh probe fluorescence polarization; actives 0.54% (n = 370,000); (Lyso)-N-acylphosphatidylethanolamine lipase (Mus musculus), Q8VD66;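 active = inhibition exceeding the mean over every tested compound plus 3 SD, cut at about 30% in these data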;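 note: 0% = plate median of compound wells and 100% = S159A mutant with DMSO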
# Target sequence (Q8VD66 whole entry, looked up): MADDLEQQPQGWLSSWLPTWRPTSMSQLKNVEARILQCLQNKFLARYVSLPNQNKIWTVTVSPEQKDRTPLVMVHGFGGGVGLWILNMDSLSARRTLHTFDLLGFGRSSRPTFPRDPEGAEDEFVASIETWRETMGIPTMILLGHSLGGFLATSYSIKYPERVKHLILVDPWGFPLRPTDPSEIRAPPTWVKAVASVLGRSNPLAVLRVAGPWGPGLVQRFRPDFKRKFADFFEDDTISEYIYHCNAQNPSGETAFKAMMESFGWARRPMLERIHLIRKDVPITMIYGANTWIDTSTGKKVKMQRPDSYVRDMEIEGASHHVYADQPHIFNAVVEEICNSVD
#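 Test system: mABHD4 protein; Read-out basis: % inhibition; Incubation: 45 min + 60 min at 25 °C; Repeats: single replicate; Technique: fluorescence polarization with parallel and perpendicular emission, 525/598 nm; Compound: 8.92 µM, single dose; Benchmarks: full inhibition S159A mutant plus DMSO, zero as sample-well median.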
# HTRA1 inh: HTRA1 serine protease inhibitors, primary screen, biochemical, fluorescence polarization, HTS; Q92743; recombinant HTRA1, FP-rhodamine activity-based probe; inhibition, % at 5.96 µM; actives 0.5% (n = 340,000); in the data active = inhibition above about 36%;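 note: 0% = enzyme with DMSO and 100% = wells lacking enzyme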
# PG9 binder: binders of HIV-1 gp120 antibody PG9, primary screen, biochemical, TR-FRET; HIV-1 gp120 / PG9 antibody interaction; TR-FRET gp120-PG9 antibody binding; inhibition, % at 6.7 µM; actives 0.43% (n = 360,000); AID 624416, 2012; in the data active = inhibition above about 8.5%
# * marks the source's active call; other numbers are inactive results; / = not tested or not shown.
compound	SIAE inh	DDE Tn7 FP inh	TCR-CD3 inh	LEDGF integ inh	UHRF1 binding	TDP2 inh	PRMT1 inh	ABHD4 inh	HTRA1 inh	PG9 binder
Cc1ccccc1-c1nnn(C/C(N)=N/O)n1	4	5	2	2	-5	3	-4	-5	-1	-2.6
CCC(=O)n1nc(-c2ccco2)nc1N	6	-3	3	-1	-1	-10	4	2	-22	2.6
CC1=C(C(=O)N(C)C)CC(CC(=O)NCc2cccc3ccccc23)C(=O)N1CCC1=CCCCC1 (centres undefined)	-3	-1	-5	0	18	8	-2	2	-4	-2.2
O=C(Nc1oc2ccccc2c(=O)c1-c1ccc(Br)cc1)c1ccco1	-6	6	-2	-9	2	-1	-2	6	-19	-1.2
CC(OC(=O)Cc1c[nH]c2ccccc12)C(=O)Nc1ccccc1F (centres undefined)	7	-4	-7	-1	2	7	4	4	-8	0.9
O=C(NCCc1ccc(F)cc1)C1CCN(C(=O)Nc2ccccc2)CC1	-5	-6	5	2	1	4	-4	0	7	-1.9
O=C(Cc1csc(NC(=O)Nc2cccc(Cl)c2)n1)NCc1ccccn1	-3	6	-9	-3	-3	-14	0	-13	-23	0.2
c1ccc2c(CSCc3nc4ccccc4[nH]3)cccc2c1	-13	1	-3	-1	2	2	2	-11	-23	0.6

# Brought forward from above: 2 entries, then new ones.
compound	SIAE inh	DDE Tn7 FP inh	TCR-CD3 inh	LEDGF integ inh	UHRF1 binding	TDP2 inh	PRMT1 inh	ABHD4 inh	HTRA1 inh	PG9 binder
O=C(Cc1csc(NC(=O)Nc2cccc(Cl)c2)n1)NCc1ccccn1	-3	6	-9	-3	-3	-14	0	-13	-23	0.2
c1ccc2c(CSCc3nc4ccccc4[nH]3)cccc2c1	-13	1	-3	-1	2	2	2	-11	-23	0.6
CS(=O)(=O)c1ccc(Cl)c(NC(=O)CN2CCN(S(=O)(=O)/C=C/c3ccccc3)CC2)c1	6	9	-2	-4	2	6	2	-2	-3	2.2
CCCNC(=O)NC(=O)CSc1nc2ccccc2c(=O)n1Cc1ccncc1	-2	0	-2	-1	1	4	-3	4	-3	-1.8
O=C(Nc1nccs1)c1ccc(COc2ccccc2Cl)o1	-11	-6	5	4	-2	-1	-2	-10	-26	-1.3
O=C1C=CCCC1	-3	0	6	3	0	2	-1	3	16	-1.2
CCOc1ccc(NC(=O)NC(=O)N(C(C)C)S(C)(=O)=O)cc1	3	8	2	0	0	2	1	0	-1	-0.1
CCN(CC)S(=O)(=O)c1ccc(N2CCN(S(=O)(=O)c3ccccc3)CC2)nc1	2	-3	-5	3	-1	25*	2	12	5	-1.6
Cc1cccc(-n2c(C)n[nH]c2=S)c1	2	-2	-7	2	1	1	-2	0	3	2.7
COc1cccc(C2N(c3ccccc3)CCN2c2ccccc2)c1OC	-3	2	-7	-1	4	-25	5	-5	4	-0.4
N#Cc1ccccc1/C=C/C(=O)N1CCOCC1	-15	-1	-8	1	5	-3	-3	-6	6	1.5
CC(C)NC(=O)C1(C)CCN1Cc1cccc(Cl)c1 (centres undefined)	-2	-2	2	1	-1	4	3	1	/	1.2
O=C(C[C@H]1C/C=C\C[C@@H](Cc2ccc(F)cc2)C(=O)OC[C@H]2CCCN2C1=O)N[C@H](CO)Cc1ccccc1	-2	4	-4	-2	-1	-4	-2	-3	14	-2.4
C/C(Cl)=C\Cn1c(NCCCn2ccnc2)nc2c1c(=O)n(C)c(=O)n2C	2	5	5	0	0	0	-5	-6	6	0.9
COc1ccc(OC)c(S(=O)(=O)Nc2cnc3ccccc3c2)c1	-8	4	5	-1	1	-4	-5	-9	2	-0.8
O=c1oc(CCCO)cc2ccc(C#Cc3ccsc3)cc12	-1	-1	-4	-2	-2	7	-2	-19	-39	-0.4
COc1ccc(CCN2CC(C(=O)N(C)CC(=O)Nc3ccc(F)c(F)c3F)CC2=O)cc1OC (centres undefined)	0	-2	8	-8	7	-13	4	-1	-2	1.0
O=C(NC(=O)N1CCCC1)c1csnn1	3	-7	-5	2	2	-30	-4	-6	3	-2.8
COc1cc(NC(=O)c2ccccn2)ccc1NC(=O)c1ccccc1Cl	-4	-9	/	3	4	-16	-2	-2	/	/
Cc1ccc(S(=O)(=O)N2CCC(C(=O)NC3CC3)CC2)cc1	-3	-4	-4	4	5	-13	-5	-3	5	0.4
CCc1ccc(NC(=S)N2CCN(c3cccc(OC)c3)CC2)cc1	11	2	-1	2	20	10	-2	7	-8	-1.4
O=C(O)/C=C\C(=O)Nc1ccccc1C(=O)N1CCN(c2ccc(Cl)cc2)CC1	-1	4	-4	0	-1	11	24*	-4	3	0.1
O=C(OCC(=O)N(CCc1ccccc1)Cc1ccccc1)c1cc(S(=O)(=O)N2CCOCC2)ccc1F	-3	9	-7	-1	0	1	3	-9	-11	0.2
COc1ccc(NCC(=O)Nc2c(C)cccc2C)cc1S(=O)(=O)N1CCOCC1	-2	0	5	3	0	4	-3	-1	8	0.0
Cc1nc(NCCc2ccccc2)sc1C(=O)N(C)C	12	0	-2	-2	-1	-1	9	2	2	0.3
CC1(C)Cc2ccccc2C(NN=C2CCCC2)=N1	3	-7	1	0	0	-3	0	2	-16	-0.2
Cc1ccc(F)cc1NC(=O)C1C2CCC(O2)C1C(=O)O (centres undefined)	3	3	2	-4	-1	-3	0	8	0	-0.6
Cc1ccc(S(=O)(=O)CC(O)CN2CCCC2=O)cc1 (centres undefined)	-1	7	-3	-3	-1	1	-7	1	4	-0.1
Cc1cccc(NC(=O)c2ccc(NC(=O)c3ccccc3Br)cc2)c1	-2	-2	5	2	1	2	-4	-5	-10	1.7
COc1ccc(NS(=O)(=O)c2ccc(C)c(C(=O)OC(C)C(=O)N3CCOCC3)c2)cc1 (centres undefined)	7	-6	-4	-1	1	-11	-1	2	0	2.6
CN(C)CCCNc1ncnc2c1cnn2Cc1ccccc1Cl	-3	0	6	0	1	-2	-4	1	5	-0.9
Cc1ccn(CCC(=O)N2CCCC(N3CCN(c4ccccc4C)CC3)C2)n1 (centres undefined)	0	7	0	58*	-1	3	-5	7	7	-2.0
CCC(C)Nc1nc(N)c([N+](=O)[O-])c(NC2CCCCC2)n1 (centres undefined)	4	0	-10	0	-2	6	-1	-2	-1	-0.4
Cn1c(=O)c2c(nc(SCCN3CCCCC3)n2C)n(C)c1=O	8	-3	5	-1	0	11	-1	2	1	-1.3
Cc1ccc(CNC(=O)C2CCN(S(=O)(=O)c3ccc4c(c3)OCCCO4)CC2)cc1	-4	1	-3	1	-5	-7	-2	-7	-7	-3.4
Cc1ccccc1-c1nc2cc(Cl)ccc2c(=O)o1	4	1	7	1	1	2	8	5	-20	2.5
COc1ccc(N2CCN(S(=O)(=O)c3cc4c(cc3C)N(C(C)=O)CCO4)CC2)cc1	13	-3	-5	-1	0	8	3	2	5	-0.7
COCCN(C(=S)Nc1ccc(OC)c(Cl)c1)C1CCN(C(C)=O)CC1	4	1	-1	1	2	0	2	-10	5	-0.5
Cn1c(CNC(=O)OC(C)(C)C)n[nH]c1=S	7	-2	-1	0	-1	-8	-5	0	1	-0.8
COc1ccc(NC(=O)c2ccc(-c3ccccc3)cc2)cc1S(=O)(=O)N1CCOCC1	6	0	-12	-6	-2	3	-1	2	-1	-0.7
COc1ccc(C)cc1NC(=O)N1CCC(CO)(CC2CCCCO2)CC1 (centres undefined)	4	-2	0	-2	-1	6	-2	6	2	0.8
CC(C)CNC(=S)N(CCCO)Cc1cc2cc3c(cc2[nH]c1=O)OCCO3	-4	0	4	-1	3	-20	11	-1	0	0.1
Cc1cccc(NC(=O)c2cc3c(n(-c4ccccc4)c2=O)CCCC3=O)n1	3	-1	2	-2	-2	11	1	-8	3	1.8
CCOC(=O)[C@]12CCC=C1N(CCC1=CCCCC1)C(=O)[C@H](CC(=O)NCc1ccc(OC)c(OC)c1)C2	6	6	-2	-6	-2	2	1	5	/	0.0
COc1cc(/C=C(\C#N)c2nc3ccccc3n2C)cc(OC)c1O	-14	-3	-7	-1	-6	10	-3	3	1	-4.1
CC(Sc1ccccc1)C(=O)N(CCC#N)Cc1cccnc1 (centres undefined)	0	-6	-1	6	1	-15	-3	-6	-3	0.6
CCCOc1c(OC)cccc1C1CC(=O)Nc2cc3c(cc21)OCCO3 (centres undefined)	-3	2	3	0	2	0	1	1	-1	-0.1
CCN(CC(=O)Nc1c(F)cccc1F)C(=O)c1ccc(-c2ccccc2)cc1	-3	5	3	0	-1	6	-2	-4	-2	1.9
c1ccc(C(c2ccccc2)N2CCN(c3ccc4ccccc4n3)CC2)cc1	6	-5	4	-1	-1	-5	3	2	-2	-1.3
CC(Oc1ccccc1F)C(=O)NCCN1CCCCC1 (centres undefined)	-3	-2	6	-1	1	8	-1	1	-1	2.0
CCn1cc(/C=N/NS(=O)(=O)c2ccc(OC)cc2)c(C)n1	2	-1	7	2	0	-1	2	-2	-2	-1.5
Cc1ccc(C2Nc3cccc4cccc(c34)N2)cc1	30*	-4	12	0	-5	8	11	14	6	-7.4
COc1cc2nc(-c3ccc(Br)o3)oc(=O)c2cc1OC	-4	7	-7	1	6	-6	6	-2	-4	1.9
CCOC(=O)C1CCN(CC(O)COC(CC)c2ccccc2)CC1 (centres undefined)	-1	-3	3	0	2	7	-2	4	5	-0.1
Cc1ccc2c(CN3CCN(CCO)CC3)cc(=O)oc2c1	6	-8	7	0	2	-4	2	0	-1	-1.1
CN(C)CC/C=C1/c2cc(F)ccc2Sc2ccc(Cl)cc21	0	-4	-4	0	-2	0	-3	9	-13	-0.8
O=C1CCCc2c1nn(-c1ccccc1)[n+]2[O-]	2	0	4	0	-2	4	1	-4	-4	-2.3

# Hits appear at their usual frequency; about 4.2% have a hit in one of these screens.
